# Myeloid diff 2 = promotes myeloid progenitor differentiation; ER-HoxA9 myeloid progenitors, lysozyme-GFP differentiation, flow cytometry; calls only at 10 µM; hit rate 1% among 360,000; AID 624256;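 active = normalized GFP-positive differentiation at or above the plate's own cutoff, the solvent-only control mean plus 3 SD; inconclusive = no clear call, values can overlap the other calls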;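 also: cells exposed to compound for four days before flow analysis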
# Myeloid diff 2 GFP+ MAC1+ % = further read-out of Myeloid diff 2, marked with its call; GFP+ MAC1+ double positive, %; measured here: differentiation confirmed by MAC1 staining
# * marks the source's active call; other numbers are inactive results; i = inactive; ? = inconclusive; . = not tested or not shown; + = active, no number. These rows are one share of the data (hit frequency here may not be typical).
SMILES,Myeloid diff 2,Myeloid diff 2 GFP+ MAC1+ %
Cc1ccc(S(=O)(=O)NCc2nnnn2-c2ccc(F)cc2)cc1,i,0.7
C[C@H](c1ccccc1)N1C[C@H](COCc2ccccc2)Oc2cc(N3CCC[C@@H]3CO)ccc2S1(=O)=O,i,1.2
CC1(C(=O)Nc2ccc(F)c(Cl)c2)Cc2c(-c3cccc(C(N)=O)c3)ccnc2O1 (stereo not drawn),i,0.8
COc1ccc(NS(=O)(=O)c2cc(NC(=O)CCc3ccccc3)ccc2N2CCOCC2)cc1,i,1.6
CN(C(=O)c1ccc(NC(=O)Cc2ccc(NC(=O)C3CCN(C(=O)c4ccccc4)CC3)cc2)cc1)C1CCCC1,i,1.4
CC1=C(C(=O)N(C(C)C)C(C)C)CC(CC(=O)NCCCN(C)C)C(=O)N1Cc1ccccc1 (stereo not drawn),i,0.5
CCCCN1C(=O)C(CC(=O)NC(c2ccccc2)c2ccccc2)CC(C(=O)N(C(C)C)C(C)C)=C1C (stereo not drawn),i,0.5
NC(COCc1ccccc1)c1csc(Nc2cc(Oc3ccccc3)ncn2)n1 (stereo not drawn),i,1.8
c1ccc(CCNc2ccccn2)nc1,i,1.0
CC1(C(=O)NS(=O)(=O)c2ccc(Cl)s2)CCN1C(=O)C1CCCCC1 (stereo not drawn),i,0.6
CCC(CCc1ccccn1)C(=O)c1ccccc1 (stereo not drawn),i,0.6
Cc1cccc(NC(=O)COC(=O)C(NC(=O)c2cccc(S(=O)(=O)N3CCOCC3)c2)C(C)C)c1 (stereo not drawn),i,0.7
COc1ccc(Cn2cc(CN3CCc4onc(-c5ccc(Br)cc5)c4C3=O)nn2)cc1,i,1.7
O=C1c2ccccc2C(=O)c2c1ccc(O)c2O,i,2.3
CCC(C(N)=O)N1C(=O)C2C3CCC(C3)C2C1=O (stereo not drawn),i,0.9
CCCC1CC(=O)NC1(C(=O)OCC)C(=O)OCC (stereo not drawn),i,0.3
COc1ccccc1C=NN1C(=O)CSC1=S,i,0.9
CCCS(=O)(=O)NC(=O)C1(C)CCCN(C(=O)c2cc(C)nn2C(C)(C)C)C1 (stereo not drawn),i,2.3
COC(=O)c1ccc(CSc2nc3c(c(=O)[nH]2)CCC3)cc1,i,0.7
C[C@H](O)[C@@H]1CN2CCc3c([nH]c4ccccc34)[C@@H]2C[C@@H]1N(C)C(=O)Nc1ccccc1,i,3.5
COc1ccccc1N1CCN(c2ccc3c(c2)S(=O)(=O)c2cccc(C(=O)NCc4ccc(F)cc4)c2C3=O)CC1,i,1.2
OC1c2c(F)cccc2N=C2CCCCN21 (stereo not drawn),i,1.8
COC(=O)c1cc2c([nH]c1=O)CCCC2=O,i,0.7
c1ccc(Cc2c(C3CCCCC3)nc3c4ccccc4ccn23)cc1,i,0.5
COc1ccc(OC)c(CN2C(=O)c3ccccc3C2c2nnnn2-c2c(C)cccc2C)c1 (stereo not drawn),i,0.9

# Some of these compounds in order of heavy-atom count, ascending.
SMILES,Myeloid diff 2,Myeloid diff 2 GFP+ MAC1+ %
COc1ccccc1C=NN1C(=O)CSC1=S,i,0.9
COC(=O)c1ccc(CSc2nc3c(c(=O)[nH]2)CCC3)cc1,i,0.7
C[C@H](O)[C@@H]1CN2CCc3c([nH]c4ccccc34)[C@@H]2C[C@@H]1N(C)C(=O)Nc1ccccc1,i,3.5

# Next part.
SMILES,Myeloid diff 2,Myeloid diff 2 GFP+ MAC1+ %
CC(C)C[C@@H](CNCC(=O)[C@H](CC(C)C)NC(=O)c1[nH]cnc1C(=O)N[C@@H](C)CN)NC(=O)c1nc[nH]c1C(=O)N[C@@H](C)C(=O)O,i,0.4
COc1cc(OC)cc(C(=O)N2CCN(C3CCC(C)CC3)CC2)c1 (stereo not drawn),i,0.1
Cc1cccc(NS(=O)(=O)c2ccc(C)c(C(=O)NCC(c3cccs3)N3CCOCC3)c2)c1 (stereo not drawn),i,1.1
CCc1nc2c(OCc3ccc(F)cc3)cccn2c1N(C)C(=O)C(C)C,i,0.8
C[C@H]1CN([C@@H](C)CO)C(=O)c2cc(-c3ccccc3F)cnc2O[C@H]1CN(C)C(=O)C1CCOCC1,i,0.9
CCc1nc2c(OCc3ccccc3C)cccn2c1N(C)C(=O)c1ccco1,i,1.0
Cc1ccc(S(=O)(=O)N2CCC[C@H]2C(=O)OCC(=O)N2c3ccccc3NC(=O)C2(C)C)cc1,i,1.4
CC(C)c1cccc(C(C)C)c1NC(=O)OC1CCCCC1,i,0.6
C[C@H](CO)N1C[C@H](C)[C@@H](CN(C)S(C)(=O)=O)OCc2cnnn2CCCC1=O,i,0.2
CNC[C@@H]1OCc2ccccc2-c2c(n(C)c3ccccc23)C(=O)N([C@H](C)CO)C[C@@H]1C,i,1.1
N#Cc1cc(NC(=O)c2ccc(Cl)cc2)ccc1Sc1ccccc1,i,0.5
CC(C)NC(=O)c1csc([C@@H]2O[C@H](CO)[C@H](O)[C@H](O)[C@H]2O)n1,i,0.1
Clc1nc(NC2CCCCC2)c2cn[nH]c2n1,i,0.7
CCc1ccc(N2C=C(C(=O)OC)C(c3ccccc3F)C(C#N)=C2N)cc1 (stereo not drawn),i,2.1
CC1(C)OC(=O)C2=C(C[C@@H](CCc3ccccc3)O[C@@H]2c2ccc(Cl)cc2)O1,i,0.9
Clc1ccc2nc(-c3ccco3)c(Cc3ccsc3)n2c1,i,1.7
Cc1cc(C)nc(NC(N)=NCCc2ccccc2)n1,?,.
CCC(CC)C(=O)N(C)c1c(C)nc2c(OCC(=O)C(C)(C)C)cccn12,i,0.5
Cc1cc(C)c(NC(=O)COC(=O)C2=COCCO2)c(C)c1,i,0.4
O=C(NCC(=O)N1CCCC(C(F)(F)F)C1)c1cccs1 (stereo not drawn),i,0.1
CC(=O)Nc1cccc(-c2ccnc3c2CC(C(=O)NCc2cccnc2)O3)c1 (stereo not drawn),i,1.0
CN(C)Cc1csc(Nc2ccc(C(F)(F)F)cn2)n1,i,1.1
CCOc1ccc(S(=O)(=O)N2CCCCC2)cc1NC(=O)C1CCCC1,i,1.0
c1ccc(N2CC3COc4ccccc4C3=N2)cc1 (stereo not drawn),i,0.5
COc1ccc(NC(=O)C2(C)CCN2C(=O)c2ccccc2CCc2ccccc2)cc1OC (stereo not drawn),i,0.2

# Nothing new here: an excerpt of the list.
SMILES,Myeloid diff 2,Myeloid diff 2 GFP+ MAC1+ %
c1ccc(N2CC3COc4ccccc4C3=N2)cc1 (stereo not drawn),i,0.5
COc1ccc(NC(=O)C2(C)CCN2C(=O)c2ccccc2CCc2ccccc2)cc1OC (stereo not drawn),i,0.2

# Further results:
SMILES,Myeloid diff 2,Myeloid diff 2 GFP+ MAC1+ %
CCCNC(=O)c1cc(C2CCCCN2C(=O)c2ccc3ccccc3c2)on1 (stereo not drawn),i,1.0
CC1(C(=O)NS(=O)(=O)c2ccc(Cl)cc2)CCN1C(=O)CC1CC1 (stereo not drawn),i,1.5
CCc1nc2c(OCCOc3ccc(F)cc3)cccn2c1N(C=O)Cc1ccc(OC)cc1,i,0.7
Cc1ccc(S(=O)(=O)/C=C2\OCc3ccccc32)cc1,i,1.7
CN1CCN(C(=O)c2cc3c(c(-c4cccc(Br)c4)n2)[C@@H](CCO)N(S(=O)C(C)(C)C)C3)CC1 (stereo partly drawn),i,0.2
CCOC(=O)[C@]12CCCC=C1N(CCC1=CCCCC1)C(=O)[C@H](CC(=O)N1CCN(C(=O)c3ccco3)CC1)C2,i,2.3
COc1ccc(CNCCS(=O)(=O)NCc2ccc(OC)cc2)cc1,i,0.8
CCC1([N+](=O)[O-])COC(c2ccc(C)cc2)OC1 (stereo not drawn),i,0.9
CCC(=O)Nc1ccc(C(=O)NNC(=O)CCCCC(=O)NNC(=O)c2ccc(NC(=O)CC)cc2)cc1,i,0.4
O=C1OC(c2ccccc2)Sc2ccccc21 (stereo not drawn),i,0.6
C[C@@H]1CN([C@H](C)CO)C(=O)CCCn2nncc2CO[C@H]1CN(C)C(=O)OCc1ccccc1,i,0.5
O=c1[nH]cc(S(=O)(=O)N2CCN(c3ccccc3F)CC2)c(=O)[nH]1,i,0.1
CN(C)c1ccc(-c2ccnc3c2CC(C)(C(=O)NCc2cccs2)O3)cc1 (stereo not drawn),i,1.1
Cc1ccc(S(=O)(=O)N2CC3C(=O)C[C@@H](c4ccccc4)N(S(=O)(=O)c4ccccc4Cl)C3CC2c2ccccc2)cc1 (stereo partly drawn),i,4.3
CCOC(=O)[C@]12CCC=C1N(Cc1cccc3ccccc13)C(=O)[C@H](CC(=O)NCc1ccccc1)C2,i,0.4
CCCc1nc2c(C)cc(Br)cn2c1Cc1ccsc1,i,1.0
CCCCc1c(-c2ccc(Cl)cc2)ncn1CCc1ccccc1OC,i,2.2
CNc1cc(-c2cccc(N(C)C)c2)ncn1,i,1.0
O=C(CCNC(=O)c1ccco1)NNC(=O)c1ccc(Br)cc1,+,2.6*
O=C1Nc2ccccc2SC1c1ccccc1Cl (stereo not drawn),i,0.9
Cc1ccc(S(=O)(=O)N2C[C@@H](C)[C@]3(C2)[C@H](O)[C@H](OC(=O)NC2CCCC2)C[C@H]2C(=O)N(c4ccccc4)C(=O)[C@H]23)cc1,i,3.5
CCOC(=O)C1(C)CCN1C(=O)c1ccc2ccccc2c1 (stereo not drawn),i,1.3
CN(CCO)C(=O)c1nc[nH]c1C(=O)N(C)Cc1ccccc1,i,0.2
CN(c1cccc(F)c1)c1cc2c(c3c1ccn3C)C1CCC2O1 (stereo not drawn),i,1.0
Cc1ccccc1N1CCN(C(=O)c2cc(-c3ccccc3)nc3c2cnn3C(C)C)CC1,i,0.4

# Molecules above that have a CF3 group (two):
SMILES,Myeloid diff 2,Myeloid diff 2 GFP+ MAC1+ %
O=C(NCC(=O)N1CCCC(C(F)(F)F)C1)c1cccs1 (stereo not drawn),i,0.1
CN(C)Cc1csc(Nc2ccc(C(F)(F)F)cn2)n1,i,1.1

# Next section.
SMILES,Myeloid diff 2,Myeloid diff 2 GFP+ MAC1+ %
COc1ccc(C(=O)Nc2ccc3nc(C)sc3c2)cc1S(=O)(=O)N1CCOCC1,i,0.9
COc1ccc(C=CC(=O)c2c(OC)cc(OC)c(OC)c2O)cc1,i,0.8
Cc1cccc(C)c1NC(=O)C(c1ccc(C#N)cc1)n1c(=O)c(-c2ccccc2)nc2ccccc21 (stereo not drawn),i,3.6
O=C(/C=C/[C@H]1O[C@@H](n2cnc3c(NC(=O)c4ccccc4)ncnc32)[C@H](O)[C@@H]1O)NCCc1c[nH]c2ccccc12,i,0.2
CC(=O)Nc1cccc2c1Cc1cc([N+](=O)[O-])ccc1-2,i,1.3
COc1ccc([C@H]2C[C@H](n3cc(-c4ccc(F)cc4)nn3)[C@@H](O)CN2C(=O)C2CCCCC2)cc1,i,0.6
CCOC(=O)C(=C1Nc2ccccc2N1)n1c(-c2cccnc2)nc2ccccc21,i,0.8
CC(C)C[C@@H](CN1CCC[C@H]1CN1C(=O)C(=O)NC[C@@H]1Cc1ccccc1)N1C[C@H](Cc2ccc(O)cc2)N(CC2CCCCCC2)C(=O)C1=O,i,1.5
O=C(c1ccc2c(c1)CCC2)N1CCN(Cc2c(F)cccc2Cl)CC1,i,1.2
CC(=O)C(C(c1ccccc1)N1CCOCC1)N1CCOCC1 (stereo not drawn),?,.
CCOC1=C2[C@H]([C@H]3C(=O)N(c4ccccc4)C(=O)[C@H]3C1)[C@@H](c1ccccc1)N(S(=O)(=O)c1ccc(C)cc1)[C@H]2c1ccccc1,i,0.6
CCOc1ccc(S(=O)(=O)Nc2cccc(C(=O)N3CCN(c4ccccn4)CC3)c2)cc1,i,1.1
CC(C)OCCCNc1nc2c(cnn2C)c(=O)[nH]1,i,0.5
Cc1ccccc1Oc1ccc2c(c1)[C@@H]1C[C@H](N(C)C(=O)c3cccnc3)[C@H]([C@H](C)O)C(=O)N1CC2,i,1.1
Cc1cc(C)cc(Cn2c(C)c(C(=O)N(C)Cc3ccc(F)cc3)sc2=O)c1,i,3.6
CCN(CC)c1ccc(C(=C2C=CC(=[N+](CC)CC)C=C2)c2ccc(S(=O)(=O)O)cc2S(=O)(=O)[O-])cc1,i,1.2
CC(c1ccc2ccccc2c1)c1ccccc1C(=O)O (stereo not drawn),i,0.6
CCOC(=O)[C@]12CCCC=C1N(Cc1ccc(Cl)cc1Cl)C(=O)[C@H](CC(=O)NCC13CC4CC(CC(C4)C1)C3)C2,i,0.8
CCOC(=O)C1=CC[C@@H](c2ccccc2C(F)(F)F)N(S(=O)(=O)c2ccc(C)cc2)[C@H]1c1ccc(C#N)cc1,i,2.4
CC(=O)O[C@@H]1C[C@@]2(C)[C@@H](CC[C@H]2[C@@H](C)/C=C\CC(C)C)C2=C[C@@H](O)[C@@]3(O)C[C@@H](O)[C@H](O)C[C@]3(CO)[C@]21O,i,0.6
O=c1[nH]c(=O)n2ncnc2[nH]1,i,0.7
CSCCC(C(=O)NCc1ccccc1)n1c(C2CCN(C(C)=O)CC2)nc2ccccc21 (stereo not drawn),i,1.5
CCCNC(=O)C1(C)CCCN(C(=O)c2ccccc2OC)C1 (stereo not drawn),i,0.8
COc1ccc(NC(=O)N(C)C[C@@H]2OCc3cn(nn3)CCCC(=O)N([C@H](C)CO)C[C@H]2C)c(OC)c1,i,4.7
COCCNC(=O)C1CCCN(C(=O)c2nc(C)oc2C)CC1 (stereo not drawn),i,1.0
CC(=NNc1nc2ccccc2s1)c1ncccn1,?,.
COc1ccc(-c2ccc(CN3C(CC(C)C)C(=O)N(Cc4cn(CCC5OCCCO5)nn4)CCS3(=O)=O)cc2)cc1OC (stereo not drawn),i,0.3

# Screening results as filed in PubChem.
